# Growth percent in the NCI-60 one-dose screen (48 h, 10 µM unless noted): 100 = growth as untreated, 0 = no growth, -100 = all killed.
# CAKI-1: CAKI-1 renal cancer; AID 1794772; 4.7% of 75,000 active
# RXF 393: RXF 393 renal cancer cells. 6.9% of 77,000 active
# A498: A498 renal cancer cells | 5.4% of 76,000 active
# SF-539: SF-539 CNS cancer; AID 1794752; 6.8% of 81,000 active
# SF-268: SF-268 CNS cancer cells. 3.1% of 82,000 active
# SNB-75: SNB-75 CNS cancer; 5% of 79,000 active; AID 1794750
# SNB-19: SNB-19 CNS cancer cells | 2.5% of 81,000 active | AID 1794751
# ACHN: ACHN renal cancer | 4.9% of 81,000 active
# * marks the source's active call; other numbers are inactive results; x = not tested or not shown; & = joins results of further samples. How the source made its calls: active means growth percent below 10; inactive means the rest.
# Under each structure – CAKI-1	RXF 393	A498	SF-539	SF-268	SNB-75	SNB-19	ACHN
CCCCCCCCCCCCC1CCC/C=C\CCC(=O)O1 (centres undefined)
  111	x	117	104	101	85	101	107
COc1ccc(-c2nnc(Nc3ccc(C)cc3C)o2)cc1
  79	x	52	67	74	78	74	75
N=C(N)c1ccc(-c2ccc(-c3cccs3)s2)cc1
  85	76	-26*	90	101	71	109	86
CC[N+](CC)(CC)CCOCc1cccc2ccccc12
  101	114	97	98	92	103	104	104
Cc1ccc2nc(-c3ccc(-c4n[nH]c(=S)n4-c4ccccc4)cc3)[nH]c2c1
  99	115	79	101	106	110	103	105
O=C1C(Nc2ccc(S(=O)(=O)Nc3nccs3)cc2)=C(I)C(=O)c2ncccc21
  91	103	98	108	96	77	97	97
CCc1ccccc1-n1c(N)c(C#N)c(-c2ccc(N(C)C)cc2)c(C#N)c1=O
  94	90	94	90	96	88	101	95
O=C(NO)c1ccc(-n2nc(-c3ccccc3)c3ccccc32)cc1
  46	37	59	49	55	12	47	27
Cc1ccc(C2N3C(=O)CC[C@@H]3O[C@@H]3CCC(=O)N23)cc1 (some centres undefined)
  90	104	94	100	96	84	x	104
O=C1Nc2ccc(F)cc2/C1=C/c1cccc(OCc2ccccc2)c1
  26	-16*	80	20	30	66	24	22
CCCCn1c(=O)[nH]c(N)c(C(c2ccc(F)cc2)c2c(N)[nH]c(=O)n(CCCC)c2=O)c1=O
  100	66	90	75	54	62	74	93
Cc1nn2c(-c3nc4ccc(C(F)(F)F)cc4[nH]3)c(-c3ccc(F)cc3)nc2s1
  97	94	76	95	100	92	104	98
Cc1ccc(Oc2ccc([N+](=O)[O-])cc2)cc1
  108	111	103	113	105	96	104	107
COc1cc(/C=C\c2c(-c3ccc(F)cc3)nc3sc(C)cn23)cc(OC)c1OC
  61	89	58	78	81	72	86	66
O=C(/C=C/c1ccccc1Cl)c1ccc(Cl)cc1
  91	101	88	101	110	103	101	99
c1ccc(CNc2nc(Nc3ccc(-c4nc5ccccc5[nH]4)cc3)c3cn[nH]c3n2)cc1
  7.3*	-68*	28	1.7*	22	33	36	-5.4*
COc1cccc(N2CCN(C3=CC(=O)C(C)=C(C)C3=O)CC2)c1
  90	65	85	87	94	90	102	92
CCC1(c2ccccc2)Oc2ccccc2-n2c(C#N)c3ccccc3c2C1=O (centres undefined)
  100	x	97	105	101	96	106	96
CCCNC(=O)CC1CCN(C(=O)C2CC3CCC(OC)CC3N2)CC1 (centres undefined)
  x	113	81	106	99	104	98	100
Cc1cc2nnc3ccccc3n2n1
  89	112	124	121	115	98	94	98
O=C(O)CCSCCC(=O)O
  91	115	109	109	105	83	106	106
CC/C(Cc1ccc(O)cc1)=N\NC(N)=S
  x	115	x	104	91	89	121	90
N#Cc1c(-c2ccccc2)cc(-c2ccccc2)n(CCC(=O)NO)c1=O
  87	98	87	97	94	75	99	97
Nc1cccc(N)n1.[Cu+2]
  105	121	115	92	115	103	114	95
OCC1OC2C(NC(=S)N2c2ccccc2)C(O)C1O (centres undefined)
  91	108	95	102	97	100	92	103
COC(=O)C1CC(=O)C(C(=O)OC)CC1=O (centres undefined)
  110	124	105	102	104	90	117	104
O=c1[nH]cnc2c1ncn2C1OC(CO)C(O)C1O (centres undefined)
  63&95&113	118&129	113&129&116	96&113&113	94&112&114	99&100&115	94&106&100	105&109&116
OC(CCCN1CCCCC1)(c1ccccc1)c1ccccc1
  95	x	x	113	97	90	105	115
CCOC(CCC#N)c1ccccc1 (centres undefined)
  103	110	123	103	121	89	112	101
O=S1(=O)c2ccccc2NC(c2ccc(Cl)cc2)C1c1ccccc1 (centres undefined)
  131	x	135	108	108	86	100	98

# The final 2 compounds of the part before lead into the next.
# Under each structure – CAKI-1	RXF 393	A498	SF-539	SF-268	SNB-75	SNB-19	ACHN
CCOC(CCC#N)c1ccccc1 (centres undefined)
  103	110	123	103	121	89	112	101
O=S1(=O)c2ccccc2NC(c2ccc(Cl)cc2)C1c1ccccc1 (centres undefined)
  131	x	135	108	108	86	100	98
CC(C)=CC[C@@H]1CC2(CC=C(C)C)C(=O)C(OC3(C(=O)c4ccccc4)C(=O)C4(CC=C(C)C)C[C@@H](CC=C(C)C)C(C)(C)C(CC=C(C)C)(C4=O)C3=O)(C(=O)c3ccccc3)C(=O)C(CC=C(C)C)(C2=O)C1(C)C (some centres undefined)
  12	4.3*	-58*	-19*	15	38	12	4.6*
COC(=O)c1cccc(F)c1C(=O)c1cccc2ccccc12
  75	105	95	113	98	80	103	99
CC1(C)[C@@H](O)CC[C@]2(C)[C@H]3CC[C@@H]4[C@H]5[C@H](C(=O)/C=C/c6ccc(C(F)(F)F)cc6)CC[C@]5(CO)CC[C@@]4(C)[C@]3(C)CC[C@@H]12
  47	32	-1.5*	55	76	60	61	26
CCCOc1ccc2nc(CC)cc(Nc3ccc(OC)cc3OC)c2c1
  97	99	96	93	106	79	98	91
CC(=O)C1OC1(C)C (centres undefined)
  101	107	101	95	107	84	100	99
CC(C)(C)c1ccc2c(c1)CN(Cc1ccc(Cl)cc1)CO2
  94	100	83	98	109	87	96	98
CN1CCN(CCCNc2nccc(-c3c(-c4ccc(F)c(O)c4)nc4sccn34)n2)S1(=O)=O
  96	x	134	113	104	122	114	82
COc1ccc2cc(C3=NN(C(N)=S)[C@@H](c4ccc(OC)c(OC)c4)C3)ccc2c1
  96	95	89	103	103	94	91	98
CC1=CC(C)=Nc2ccccc2N1
  85	119	89	92	101	84	109	105
COc1ccc(Cn2cc(C(=O)N=Nc3c(O)[nH]c4ccc(C)cc34)nn2)cc1
  95	117	92	103	94	110	98	111
CN(C)c1ccc(C(=O)C(=O)c2ccc(N(C)C)cc2)cc1
  90	112	87	102	99	91	99	106
O=C1N=C2SC=C(c3ccc(Cl)cc3)N2C1CCN1CCOCC1 (centres undefined)
  80	96	70	94	98	68	93	95
CN=C1CCCCN1
  73	98	104	94	115	75	103	109
COc1ccc(-c2cc(-c3c[nH]c4ccccc34)nc(N)c2C#N)cc1
  45	50	39	44	59	73	81	71
O=C(OCC1OC(O)C(OC(=O)c2ccccc2)C1OC(=O)c1ccccc1)c1ccccc1 (centres undefined)
  95	115	102	93	92	101	101	89
O=C(CC(=O)OCc1ccccc1)OCc1ccccc1
  97	109	96	106	108	84	94	107
CC1(C)CC[C@]23CC[C@]4(C)[C@H](CC[C@@H]5[C@@]6(C)Cc7cn[nH]c7C(C)(C)[C@@H]6CC[C@]54C)[C@H]2[C@H]1OC3=O
  80	104	99	92	102	83	98	94
COC1=C(OC)C(=O)C=CC1=O
  115	114	120	110	109	110	108	103
Nc1c(-c2ccc3c(c2)OCCO3)oc2ccc(Cl)cc2c1=O
  92	106	95	105	101	88	102	109
O=C1c2ccccc2C(=O)N1CN1CCOCC1
  x	79	103	100	95	92	106	108
CC1CCCc2c1cc(C(=O)CBr)c1ccccc21 (centres undefined)
  x	x	118	99	98	105	106	93
CC(O)COc1ccc(Cl)cc1Cl (centres undefined)
  99	111	103	108	116	102	108	107
COc1cccc(/C(C)=N/NC(=O)CSc2nc3ccccc3c(=O)n2Cc2ccc(S(N)(=O)=O)cc2)c1
  79	84	x	73	76	79	86	97
CC1=C/C(=N/O)CC(C)(C)C1
  101	113	85	100	102	98	109	97
COc1ccc(C(=O)Nc2ccc(-n3cnc4ccccc43)cc2)cn1
  x	91	56	85	81	100	84	75
NNc1nc(-c2ccncc2)nc2sc3c(c12)CCCCCC3
  93	x	81	81	118	115	x	91
O=C(C(=Cc1ccccc1)C(=O)c1ccccc1)c1ccccc1
  87&85	99&66	89&72	97&73	83&58	81&70	92&47	86&62
CC/C=N/NC(=O)c1[nH]c(=O)c2c(C)nc(-c3ccccc3)cc2c1O
  40	117	66	104	96	98	108	92
COC(=O)/C=C1\S/C(=N\NC(=O)c2cc3ccc2/C=C\c2ccc(cc2)/C=C\3)N(c2cccnc2)C1=O
  89	95	x	88	97	100	83	96
Fc1ccc(-c2nnc(-c3c(-c4ccccc4)nc4ncccn34)o2)cc1
  106	115	91	106	x	102	104	88
CCCCC(CC)C(=O)NCC(C)O (centres undefined)
  108	109	90	100	103	103	104	105
CCC1NC(=O)c2cc(S(N)(=O)=O)c(Cl)cc2N1 (centres undefined)
  104	115	110	115	115	105	105	108
CCC1(C)CC(C#N)(C#N)C(=O)NC1=O (centres undefined)
  103	109	111	109	110	77	112	110
NCCc1ccn[nH]1
  105	126	103	113	102	89	111	104
S=C1SCN(Cc2cccs2)CN1Cc1cccs1
  99	104	96	97	100	86	97	105
O=C(/C=C/c1cc(Cl)ccc1Cl)Nc1ncc(Cc2ccc(Cl)cc2)s1
  2.4*	34	-33*	-23*	35	0.2*	19	3.6*
Cc1ccccc1NC(=O)c1sc2nc(C)c(C(C)O)cc2c1N (centres undefined)
  x	45	48	32	67	54	33	78
Cn1c2ccccc2c2nnc(NCCCCO)nc21
  66	x	105	93	91	56	95	87
c1ccc(-c2ccc(-c3ccccc3)o2)cc1
  96	105	104	108	105	103	99	129
O=C(Cl)c1ccc2c(c1Cl)C(=O)c1ccccc1C2=O
  108	126	114	107	102	116	109	109
N#Cc1c(/N=C\NNC(=O)c2ccccc2O)oc(-c2ccccc2)c1-c1ccccc1
  56	90	91	82	89	58	67	76
O=C(CN1C(=O)/C(=C\c2ccc(Cl)cc2)SC1=S)Nc1ncc(Cc2ccccc2)s1
  93	100	103	98	96	98	94	98
CCC=Nc1c(O)cc(-c2ccccc2)n(C)c1=O
  93	101	77	95	99	102	99	92
CC(=O)O[C@@H]1[C@@H](OC(C)=O)[C@H](OC(C)=O)CO[C@H]1Nc1cccc2ccccc12
  x	105	101	90	83	94	105	99
O=S(=O)(NCCNc1nccc(-c2c(-c3cccc(O)c3)nc3occn23)n1)c1ccc(C(F)(F)F)cc1
  70	101	x	114	97	92	115	84
COc1cccc(/C=C2\Oc3ccc(O)cc3C2=O)c1
  89	109	x	94	96	99	101	102
Clc1ccccc1NCSC1=NCCS1
  80	109	110	106	102	77	100	102
COC(=O)[C@H](Cc1ccccc1)NC[C@@H](O)CN1C(=O)/C(=C\c2cc(OC)c(OC)c(OC)c2)c2ccccc21
  87	123	98	102	93	81	93	105
Cc1ccc(CC(C)C=O)cc1 (centres undefined)
  97	105	111	99	96	96	99	94
c1ccc(-c2c3c(cn2CCN2CCCCC2)-c2oncc2CC3)cc1
  90	107	68	97	99	77	101	96
S=c1sc2ccccc2n1CCNc1ccccc1
  89	111	117	101	98	88	106	110
CC(=O)n1nc(-c2ccccc2)cc1-c1ccccn1
  97	114	99	102	124	100	107	99
COc1ccc(NC(=O)Nc2nc3ccc(OC(F)(F)F)cc3s2)cc1
  94	118	85	102	102	92	108	102
CC1=C(C#N)C(C)(C)C(C#N)=C(C)N1
  103	117	89	99	100	80	96	101
Cc1ccc(S(=O)(=O)C/C(=N\NC(=O)c2ccccc2)c2cc3ccccc3oc2=O)cc1
  92	122	x	104	104	73	101	107
C(#CCN1CCCC1)CCCN1CCCC1
  x	116	92	95	108	103	112	94
FC(F)(F)c1ccc(-c2nn[nH]n2)cc1
  83	108	93	99	99	102	107	103
NS(=O)(=O)c1ccc(-n2c(=O)c3cc4c(=O)n(-c5ccc(S(N)(=O)=O)cc5)c(=O)c4cc3c2=O)cc1
  95	119	90	105	102	94	91	106
S=C1C=C(S)C2C=CC=CC2N1 (centres undefined)
  84	120	71	96	107	93	96	96
NC(=O)NCCO
  95	102	77	103	101	105	104	107

# Further results.
# Under each structure – CAKI-1	RXF 393	A498	SF-539	SF-268	SNB-75	SNB-19	ACHN
Oc1[nH]c2ccccc2c1/C=c1/ccc2c(c1)N=C(c1ccc(C(F)(F)F)cc1)N=2
  33	-37*	35	67	69	49	62	59
COc1cc2cc(NC(=O)c3ccc(NCc4cnn(C)c4C)cc3)nc(C)c2cc1OC
  65	102	101	80	84	80	103	69
Cc1ccc(NC(=O)c2sc3nc4c(cc3c2N)C(=O)CCC4)cc1Cl
  86	117	98	102	115	110	114	109
CC(=O)OCCCC1CO1 (centres undefined)
  88	107	85	97	99	84	98	101
CN(C)CCN1CCN(C)CC1
  92	113	114	103	110	95	114	98
CN1CCN(c2ccc3nc(/N=C/c4ccc5sc(-c6ccc(C(F)(F)F)cc6)nc5c4)sc3c2)CC1
  98	115	x	100	101	103	100	109
c1cn2cc(-c3ccsc3)nc(-c3ccc4ncn(C5CCCCC5)c4c3)c2n1
  103	78	x	98	102	119	104	96
NNC(=O)c1ccco1
  100&110	104&117	148&86	97&90	104&99	104&60	111&107	97&97
N#Cc1cc2[nH]c3ccc(OC(F)(F)F)cc3c2oc1=O
  x	77	77	90	76	54	94	84
[O-]/[N+](=N/O)c1cccc2ccccc12
  92	98	84	100	86	81	94	98

# Entries of single compounds, looked up by structure. Order of screens: CAKI-1, RXF 393, A498, SF-539, SF-268, SNB-75, SNB-19, ACHN
# `CCC1(c2ccccc2)Oc2ccccc2-n2c(C#N)c3ccccc3c2C1=O` (centres undefined) reads 100, x, 97, 105, 101, 96, 106, 96
# `O=C(/C=C/c1ccccc1Cl)c1ccc(Cl)cc1` reads 91, 101, 88, 101, 110, 103, 101, 99

# Some of the entries so far, with bars between the fields.
molecule | CAKI-1 | RXF 393 | A498 | SF-539 | SF-268 | SNB-75 | SNB-19 | ACHN
N#Cc1cc2[nH]c3ccc(OC(F)(F)F)cc3c2oc1=O | x | 77 | 77 | 90 | 76 | 54 | 94 | 84
[O-]/[N+](=N/O)c1cccc2ccccc12 | 92 | 98 | 84 | 100 | 86 | 81 | 94 | 98

# Rows were taken by chance; overall some 12% were active at least once.
